Assay outcomes from PubChem BioAssay.
CCT chaperon mod = modulators of cytosolic chaperonin (CCT/TRiC) activity. purified chaperonin ATPase assay, HTRF ADP detection, 30 min. activity change, % (test concentration not listed), hits read low. 0.3% of 360,000 active; in the data active = activity change below about -30%; note: % is set by controls: 0 for no effect and ±100 for the full control effect
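Nucleotide hydrolysis assay: TRiC at 20–40 nM final (set by batch activity) with 10 uM ATP, 30 min at 37 °C, in presence of 76 uM compound. Detection by competitive ADP HTRF, 30 min ambient.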
Mm-Cpn inhibitor = inhibitors of Methanococcus maripaludis chaperonin (MmCpn). purified Mm-Cpn ATPase, ADP Transcreener TR-FRET. 0.031% of 330,000 active. Potency, µM (doses to about 76.9 µM), for the others: at the highest dose activity, negative = inhibition, usual class: inhibitors; note: potency is the fitted concentration of half-maximal effect; % is set by controls: 0 for no effect and ±100 for the full control effect; nearly all actives have a fitted effect of over 80% in size
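TR-FRET (320 nm excitation; 590 and 665 nm emission) reports ADP made from 10 uM ATP by 25 nM enzyme; compounds were preincubated 10 min, reaction run 30 min, both at 37°C.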
Nrf2 activator = activates Nrf2 signaling. AREc32 ARE-luciferase reporter (MCF7-derived line), luminescence, 24 h. Potency, µM (titrated, usually from 46.1 µM), for the others: at the highest dose activation, actives largely listed as activators. 0.31% of 410,000 active; note: potency is the fitted concentration of half-maximal effect; % of control where 0% means no effect; nearly all actives have a fitted effect of over 65% in size
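AREc32 cells carrying an ARE-driven firefly luciferase, 1000 cells/well in OPTI-MEM with 5% FBS, dosed after overnight attachment and incubated 24 hr at 37 deg C. Steady-Glo luminescence read after 30 min at RT.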
Nrf2 block = blocks Nrf2 signaling; A549 ARE-Fluc reporter, luciferase luminescence, 18-24 h; Potency, µM (top dose mostly 46 µM), for inactives: at the highest dose activity change, negative = inhibition, usual class: inhibitors; AID 504444; 2.1% of 360,000 active; note: potency is the fitted concentration of half-maximal effect; % is set by controls: 0 for no effect and ±100 for the full control effect; nearly all actives have a fitted effect of over 60% in size
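Nrf2 function is reported as luminescence of an ARE-controlled luciferase in A549 cells. Compounds were tested at several concentrations, and a CellTiter-Fluor read on the same wells flagged cytotoxicity.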
EPAC2 antag = blocks human EPAC2 exchange factor; EPAC2 GEF exchange of Rap1B-BODIPY-GDP, fluorescence; Potency, µM (highest dose often 114 µM), without a hit: top-dose activity, negative = inhibition, usual class: inhibitors; 0.18% of 360,000 active; AID 720708; note: potency is the fitted concentration of half-maximal effect; % is set by controls: 0 for no effect and ±100 for the full control effect; nearly all actives have a fitted effect of over 45% in size; many of its hits are not listed in these tables
Target sequence (Q8WZA2 whole entry, looked up): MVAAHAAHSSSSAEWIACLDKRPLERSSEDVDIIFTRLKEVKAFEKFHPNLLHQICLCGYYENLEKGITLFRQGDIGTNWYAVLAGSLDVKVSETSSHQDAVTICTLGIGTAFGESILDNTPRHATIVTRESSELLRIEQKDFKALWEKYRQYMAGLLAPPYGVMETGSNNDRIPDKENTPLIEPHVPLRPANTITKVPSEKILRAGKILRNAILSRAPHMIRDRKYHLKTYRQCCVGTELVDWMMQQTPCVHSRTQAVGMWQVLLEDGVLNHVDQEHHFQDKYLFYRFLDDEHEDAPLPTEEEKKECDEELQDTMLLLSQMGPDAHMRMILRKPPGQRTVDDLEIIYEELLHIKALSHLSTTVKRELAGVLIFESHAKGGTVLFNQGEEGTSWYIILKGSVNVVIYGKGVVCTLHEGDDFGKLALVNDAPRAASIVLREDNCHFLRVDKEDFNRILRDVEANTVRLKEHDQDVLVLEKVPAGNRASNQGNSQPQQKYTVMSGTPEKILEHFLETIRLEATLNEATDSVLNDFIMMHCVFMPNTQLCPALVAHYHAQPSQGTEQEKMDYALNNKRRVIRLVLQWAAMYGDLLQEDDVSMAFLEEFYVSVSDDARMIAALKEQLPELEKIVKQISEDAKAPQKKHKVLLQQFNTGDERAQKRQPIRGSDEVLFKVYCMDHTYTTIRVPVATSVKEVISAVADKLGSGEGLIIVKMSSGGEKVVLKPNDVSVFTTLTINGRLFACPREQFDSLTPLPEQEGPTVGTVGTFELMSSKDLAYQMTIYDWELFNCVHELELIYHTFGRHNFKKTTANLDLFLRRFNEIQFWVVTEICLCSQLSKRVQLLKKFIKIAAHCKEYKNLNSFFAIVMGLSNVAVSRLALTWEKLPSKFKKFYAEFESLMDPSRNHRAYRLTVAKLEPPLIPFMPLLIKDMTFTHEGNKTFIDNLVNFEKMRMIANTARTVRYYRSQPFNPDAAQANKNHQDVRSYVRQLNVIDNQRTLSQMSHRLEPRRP
A549 viability = kills or reduces viability of A549 cells in Nrf2 counter-screen | A549 ARE-Fluc cells, CellTiter-Fluor viability, 18-24 h | Potency, µM (doses to about 46 µM), inactives show at the highest dose activity change, negative = cytotoxicity, hits mostly inhibitors | 0.16% of 390,000 active; note: potency is the fitted concentration of half-maximal effect; % is set by controls: 0 for no effect and ±100 for the full control effect
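A549 ARE-Fluc cells in 5% FBS OPTI-MEM, 5000 cells/well, rested 2 h then exposed to compounds in concentration-response for 18-24 h at 37 °C. Viability by CellTiter-Fluor fluorescence (Ex 405/Em 525) after 30 min; luciferase luminescence (BugLite, 15 min, RT) read afterwards.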
Akt phos inh = blocks phosphorylation of Akt; Neuro2A IGF-stimulated pAkt S473 HTRF, 20 min; active compounds read low; 0.32% of 360,000 active; activity change, % for hits at 50 µM; in the data active = activity change below about -80%; inconclusive = mostly about -51% to -80%; note: % is set by controls: 0 for no effect and ±100 for the full control effect
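Neuro2A cells in DMEM with 0.5% FBS, overnight at 37 deg C, given compound at single 50 µM final, then IGF (6 nM final) for 20 min at 37 deg C. Lysed; phospho-Akt Ser473 by HTRF after 24 h, 665/615 ratio.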
EPAC2 agonist = agonists of human EPAC2 (RAPGEF4); Q8WZA2; EPAC2 activation, biochemical qHTS; response scale: 100% = 6.5 mM cAMP response; Potency, µM (series often up to 154 µM), for the others: top-dose activation, most hits filed as activators; 0.079% of 360,000 active; AID 720711; note: potency is the fitted concentration of half-maximal effect; nearly all actives have a fitted effect of over 50% in size
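EPAC2 (100 nM) mixed with Rap1B loaded with BODIPY-GDP (250 nM) plus 50 uM unlabeled GDP; compounds pinned in, 5 min RT, then read every 5 min for 30 min (ex 480, em 540 nm). Normalized to cAMP control.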
TGFb inhibitor = TGF-b pathway inhibition. Potency, µM (top dose mostly 46.1 µM), without a hit: top-dose activity, negative = inhibition, most hits filed as inhibitors. AID 588855. HepG2 CAGA-GFP TGF-b/SMAD3 reporter, GFP fluorescence, 18 h; TGF-beta stimulated, 500 pg/mL final. 1.2% of 410,000 active; note: potency is the fitted concentration of half-maximal effect; % is set by controls: 0 for no effect and ±100 for the full control effect; nearly all actives have a fitted effect of over 65% in size
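Cell-based qHTS in HEPG2 carrying a CAGA-GFP Smad reporter; compounds added before 500 pg/mL final TGF-beta, 18 h incubation at 37 degrees C, GFP fluorescence quantified per cell by imaging cytometry.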
An asterisk follows results filed as active; i = inactive; u = inconclusive; x = not tested or not shown; [ ] = dose if it differs, or a comment. Unless noted, calls come from the whole dose curve; as a rule, active = well fitted curve in the direction sought with a large enough effect; inconclusive = small, poorly fitted or top-dose-only effect, or another doubt; inactive = no such curve, though single readings can be large; an effect the other way counts as inactive or inconclusive. This is a subset, so the mix of outcomes need not match the whole.

#	mol	CCT chaperon mod	Mm-Cpn inhibitor	Nrf2 activator	Nrf2 block	EPAC2 antag	A549 viability	Akt phos inh	EPAC2 agonist	TGFb inhibitor
1	CCCn1nc(C(=O)NNC(=O)CSC(C)C(=O)Nc2cc(C)on2)c2ccccc2c1=O (stereo not given)	-0.7	0.6%	0.0%	-10.4%	4.7%	-1.6%	i	-0.5%	2.9%
2	Cc1ccc2c(COC(=O)c3c(C)noc3C)cc(=O)oc2c1	0.0	-1.1%	0.1%	-0.2%	-3.4%	2.8%	i	6.6%	0.0%
3	NC(Cc1ccc(Cl)cc1)c1csc(Nc2cc(NCCCO)ncn2)n1 (stereo not given)	-3.6	x	4.2%	x	5.4%	x	i	-2.2%	u
4	CCCCCN(C(=O)CCC(=O)OC(C)C(=O)NC1CCCCC1)c1c(N)n(CCCC)c(=O)[nH]c1=O (stereo not given)	-4.1	-3.0%	0.0%	3.5%	-1.1%	-4.8%	i	5.5%	-4.9%
5	CCS(=O)(=O)N1CCC(C(=O)NCc2cc(OC)ccc2OC)CC1	0.5	0.5%	0.2%	-1.7%	6.9%	-4.9%	i	3.6%	-3.0%
6	CCc1ccc(Cn2nnc(C(=O)NCc3ccccc3OC)c2N)cc1	-1.2	-0.4%	-0.3%	14.1%	-18.5%	4.6%	i	6.5%	-2.6%
7	Cc1ccc(-n2ncc3c(=O)[nH]c(SCC(=O)N4CCCc5ccccc54)nc32)cc1	-1.1	0.4%	-0.6%	-21.7%	4.4%	-3.7%	i	-27.7%	-22.9%
8	CSc1ccc(/C=C(/NC(=O)c2ccco2)C(=O)N2CCOCC2)cc1	-1.1	-7.9%	-0.4%	-2.4%	-1.1%	-3.4%	i	-6.5%	u
9	O=C1NC(c2ccccc2)=C(c2ccc3ccccc3n2)C(c2ccc(F)cc2)N1 (stereo not given)	-1.6	0.0%	6.0%	u	-20.7%	u	i	14.5%	u
10	CCCCSc1nnc(-c2ccc(NC(C)=O)cc2)n1C	-0.3	0.2%	0.0%	9.1%	-4.8%	9.6%	i	10.5%	-10.4%
11	CCCc1c(C(=O)NNc2cc(C(F)(F)F)ccc2Cl)cnn1-c1ccccc1	-3.4	1.6%	0.1%	u	-1.9%	-11.1%	i	-7.7%	-19.3%
12	COC(=O)[C@]12CCCCC=C1N(Cc1cccc3ccccc13)C(=O)[C@H](CC(=O)NCc1ccc(OC)c(OC)c1)C2	0.4	x	-2.0%	x	-4.6%	x	i	10.6%	x
13	COCCCn1c(-c2ccsc2)nc2c1c(=O)[nH]c(=O)n2Cc1ccccc1	-7.5	-0.5%	-0.8%	8.6%	12.2%	-2.2%	u	3.2%	-3.2%
14	COc1ccc(/C=N/NC(=O)CN(Cc2ccccc2)S(=O)(=O)c2ccc3c(c2)OCCO3)cc1	0.4	-0.1%	2.7%	u	6.0%	-11.6%	i	6.3%	u
15	OCCN(C=NC1=NN(c2cccc(C(F)(F)F)c2)CC1)CCO	-5.5	-0.4%	0.4%	-12.1%	-3.5%	-9.9%	i	1.5%	-19.5%
16	COCCNc1ccc(N2C(=O)CCCC2=O)cc1[N+](=O)[O-]	-2.6	0.3%	2.0%	8.6%	4.7%	-4.6%	i	10.1%	3.2%
17	CCOC(=O)CN1C(=O)S/C(=C/c2ccc(O)c([N+](=O)[O-])c2)C1=O	0.5	-0.3%	-0.1%	u	u	u	i	-10.4%	3.5%
18	COc1cccc(NC(=O)CN(C)S(=O)(=O)c2ccc3c(c2)NC(=O)CS3)c1	-1.0	1.0%	7.8%	-5.1%	2.9%	8.4%	i	12.2%	-15.7%
19	COc1ccc(-c2nnc(OCc3nc4ccccc4n3C)c3ccccc23)cc1	-0.1	-3.2%	1.9%	-22.5%	1.4%	-17.8%	i	16.7%	u
20	COCCCNc1ncnc2c1cnn2-c1ccc(C)cc1C	0.1	2.7%	2.9%	2.6%	1.9%	1.1%	i	-1.7%	-0.2%
21	Cc1noc(C)c1CSc1nc2sc3c(c2c(=O)n1C)CCCC3	-0.6	-1.4%	-0.5%	u	6.8%	u	i	5.0%	15.5%
22	Nn1c(SCC(=O)Nc2ccccc2)nnc1C1CCCCC1	-0.5	-3.8%	-0.8%	9.2%	-1.6%	0.9%	i	-0.6%	-0.4%
23	CC(=O)N1c2ccc(S(=O)(=O)N(C)C3CCCCC3)cc2CC1C (stereo not given)	-0.4	0.7%	0.1%	-16.3%	0.7%	-7.2%	i	0.3%	-5.8%
24	COc1ccc(N2CCN(C(=O)C(=O)c3cn(CC(=O)N4CCOCC4)c4ccccc34)CC2)cc1	0.4	1.7%	-0.5%	13.9%	-4.2%	0.0%	i	6.6%	2.0%

A second format for some results above:
(17) CCOC(=O)CN1C(=O)S/C(=C/c2ccc(O)c([N+](=O)[O-])c2)C1=O
(18) COc1cccc(NC(=O)CN(C)S(=O)(=O)c2ccc3c(c2)NC(=O)CS3)c1
(19) COc1ccc(-c2nnc(OCc3nc4ccccc4n3C)c3ccccc23)cc1
(20) COCCCNc1ncnc2c1cnn2-c1ccc(C)cc1C
assay / compound	17	18	19	20
CCT chaperon mod	0.5	-1.0	-0.1	0.1
Mm-Cpn inhibitor	-0.3%	1.0%	-3.2%	2.7%
Nrf2 activator	-0.1%	7.8%	1.9%	2.9%
Nrf2 block	u	-5.1%	-22.5%	2.6%
EPAC2 antag	u	2.9%	1.4%	1.9%
A549 viability	u	8.4%	-17.8%	1.1%
Akt phos inh	i	i	i	i
EPAC2 agonist	-10.4%	12.2%	16.7%	-1.7%
TGFb inhibitor	3.5%	-15.7%	u	-0.2%

(more compounds)
Every second line gives: CCT chaperon mod, Mm-Cpn inhibitor, Nrf2 activator, Nrf2 block, EPAC2 antag, A549 viability, Akt phos inh, EPAC2 agonist, TGFb inhibitor
25: O=C(Nc1ccc(Cl)c(-c2nc3ccccc3o2)c1)c1cccc2c(Cl)cccc12
 : x, x, 1.4%, 12.8%, x, -5.6%, x, x, -19.5%
26: COc1cc(C)c(Br)cc1S(=O)(=O)N1CCOCC1
 : 1.1, -2.0%, -0.5%, x, 6.8%, 5.0%, i, -4.9%, 5.1%
27: O=C(CCCc1nc2ccccc2s1)NCc1ccccc1F
 : 2.7, 1.2%, 0.8%, u, 0.7%, -0.6%, i, -7.6%, -17.5%
28: O=C(c1ccc(F)cc1)N1CCN2C(=O)c3ccccc3C12c1ccccc1 (stereo not given)
 : -2.3, u, -0.3%, 2.1%, -1.1%, 0.2%, i, 9.6%, 0.3%
29: CCOCC(=O)Nc1ccc(S(=O)(=O)NCCc2ccccc2)cc1
 : -5.3, x, 1.5%, x, -15.1%, 4.5%, i, 4.2%, -13.9%
30: CC(=O)N1CCN(Cc2nc3ccc(Cl)cc3n2CCO)CC1
 : 0.1, 0.7%, 0.6%, -9.4%, -4.0%, -4.5%, i, 7.0%, 16.6%
31: COc1cc(OC)c2c(-c3cccc(-c4sccc4C(C)=O)c3)cc(=O)oc2c1
 : 0.1, -15.8%, 0.0%, u, -17.6%, -5.3%, i, 4.4%, u
32: NS(=O)(=O)c1ccc(CCNC(=O)c2ccc(NC3=NC4CS(=O)(=O)CC4S3)cc2)cc1 (stereo not given)
 : 1.6, 0.2%, 0.2%, 12.7%, -0.6%, -6.2%, i, 7.7%, 1.4%
33: c1nc2n(n1)C1=C(CCCC1)C1(CCCCC1)N2
 : -14.2, -2.0%, -0.5%, 0.9%, 3.0%, 3.2%, i, 3.5%, 0.0%
34: CC1=C(C(=O)N(C(C)C)C(C)C)CC(CC(=O)NCCc2ccccn2)C(=O)N1Cc1ccc(C(C)(C)C)cc1 (stereo not given)
 : -1.8, x, 5.5%, x, -8.8%, x, i, -5.9%, 8.91µM*
35: Cc1ccc(S(=O)(=O)NNC2=NS(=O)(=O)c3ccccc32)c(C)c1
 : -2.0, -7.2%, -0.3%, -5.8%, -0.5%, 1.9%, i, 6.5%, 4.0%
36: CN(C)c1ccc(N/C(N)=N/c2nc(C(F)(F)F)cc(C(F)(F)F)n2)cc1
 : -2.9, 0.6%, -0.3%, 5.8%, -16.0%, 22.6%, i, -6.8%, 1.3%
37: Cc1csc(Sc2nc3c(c(=O)[nH]c(=O)n3C)n2CCCc2ccccc2)n1
 : 0.8, -2.2%, -0.4%, -24.9%, 9.0%, 0.0%, i, -5.1%, u
38: Cc1ccc(/C=N/NS(=O)(=O)c2ccccc2)o1
 : 0.8, 1.1%, -0.2%, 5.9%, -0.5%, -3.8%, i, 6.4%, 2.9%
39: Nc1c(S(=O)(=O)c2cccs2)c2nc3ccccc3nc2n1Cc1cccs1
 : 0.0, u, -0.4%, -11.0%, -4.2%, -17.1%, x, -70.9%[inhibitor][15.6 µM], -7.6%
40: COc1ccc(CN(Cc2ccco2)c2cnc(S(C)(=O)=O)nc2C(=O)Nc2ccc(C)c(Cl)c2)cc1
 : x, x, 0.6%, 13.9%, x, 14.5%, x, x, 8.0%
41: CCOC(=O)C1=C(C)NC(=O)NC1c1c(OC)ccc2ccccc12 (stereo not given)
 : -0.2, -1.5%, 0.3%[9.22 µM], -17.4%, 11.0%, -0.1%, i, 5.3%, 13.0%
